# Epigenetic reg – derepresses silenced GFP reporter in murine cells; 280,000 tested, 0.2% active; murine LDR cells, GFP reporter derepression, 30 h; Potency, µM (series often up to 53.9 µM), for the others: top-dose GFP activation, actives largely listed as activators; note: % of control where 0% means no effect; nearly all actives have a fitted effect of over 60% in size
#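 In this reporter-derepression format, murine cells bearing a silenced integrated CMV-GFP locus incubate with test compound (30 h, 37 C), then are washed and imaged; fluorescent objects of 20–120 um count as induced cells.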
# aGal spleen mod – inhibitors or activators of human alpha-galactosidase in spleen homogenate | human spleen homogenate, 4MU-alpha-Gal fluorescence, 40 min | 240,000 tested, 0.008% active | Potency, µM (doses to about 80 µM), for inactives: top-dose activity change, negative = inhibition, hits mostly inhibitors | P06280;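 note: 0% = enzyme with vehicle and -100% = no enzyme basal signal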
# Target sequence (P06280 32-429 limits assumed): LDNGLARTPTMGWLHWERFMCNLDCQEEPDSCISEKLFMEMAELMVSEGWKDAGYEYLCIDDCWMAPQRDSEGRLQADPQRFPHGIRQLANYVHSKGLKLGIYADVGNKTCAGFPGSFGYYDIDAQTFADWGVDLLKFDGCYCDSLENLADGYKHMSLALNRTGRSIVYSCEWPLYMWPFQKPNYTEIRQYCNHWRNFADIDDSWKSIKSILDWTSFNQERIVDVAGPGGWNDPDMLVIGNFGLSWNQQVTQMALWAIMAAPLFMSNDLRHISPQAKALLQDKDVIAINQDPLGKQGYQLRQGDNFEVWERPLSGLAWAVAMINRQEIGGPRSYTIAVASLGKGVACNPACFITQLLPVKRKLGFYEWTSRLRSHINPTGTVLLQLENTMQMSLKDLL
#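 Fluorogenic readout (Ex 365/Em 440 nm) of 4-methylumbelliferone released from 1 mM 4-MU-alpha-galactoside by spleen homogenate, 40 min at 37C, pH 5.0. Data normalized to no-enzyme and enzyme controls; Hill-equation AC50 from compound titrations.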
# Tau fluor cs – counter-screen for tau fibril formation inhibitors; 280,000 tested, 0.93% active; tau K18 P301L Alexa594 fluorescence, heparin fibrillization; Potency, µM (doses to about 57.7 µM), for the others: at the top dose activity change, negative = decrease; note: % is set by controls: 0 for no effect and ±100 for the full control effect; nearly all actives have a fitted effect of over 55% in size
#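 Human tau K18 P301L (15 uM unlabeled, 0.24 uM Alexa 594-labeled) in 100 mM sodium acetate pH 7 with 20 uM heparin, 6 hr at 37 C. ThT 30 uM added, 1 hr ambient; Alexa 594 FP and total fluorescence read at 555/632 nm.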
# aGlu spleen mod – inhibits or activates alpha-glucosidase in human spleen homogenate. P10253. human spleen homogenate, 4-MU-alpha-glucoside fluorescence. Potency, µM (highest dose often 79.9 µM), for the others: top-dose activity change, negative = inhibition, actives largely listed as inhibitors. 240,000 tested, 0.006% active;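 note: 0% = enzyme with vehicle and -100% = no enzyme basal signal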
#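 Enzyme source: human spleen homogenate, 1 ug/well. Buffer 50 mM citric acid/K phosphate pH 5.0, 0.01% Tween-20. 4-MU-alpha-glucoside 1 mM; 37 C x 40 min; NaOH/glycine stop; fluorescence.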
# ALDH1A1 inh – inhibitors of human aldehyde dehydrogenase 1A1; P00352; Purified ALDH1A1, NADH fluorescence, propionaldehyde substrate; Potency, µM (titrated, usually from 75.3 µM), for inactives: top-dose activity, negative = inhibition, actives largely listed as inhibitors; 220,000 tested, 7.3% active; AID 1030; active = well fitted inhibition curve with a large enough effect, not every such curve was filed as active; inconclusive = small, poorly fitted or top-dose-only effect, or another doubt; inactive = no such curve, though single readings can be large or run the other way;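 note: plate controls were no enzyme wells and a reference inhibitor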
# GAA glycogen mod – alters human alpha-glucosidase cleavage of glycogen. P10253. recombinant GAA, glycogen substrate, Amplex Red glucose oxidase fluorescence. Potency, µM (top dose mostly 76.4 µM), for inactives: at the top dose activity change, negative = inhibition, most hits filed as inhibitors. 300,000 tested, 0.38% active. AID 2100;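 note: 0% = full enzyme reaction and -100% = no-enzyme basal signal; the screen sought inhibitors and activators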
#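 qHTS, 1536-well; enzyme 4 nM final; cpd up to 77 uM; substrate bovine liver glycogen 30 ug; 50 mM citrate/phosphate pH 5.0, 0.01% Tween-20; 37 C, 40 min; Amplex Red detection 45 min RT; Hill fit → AC50.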
# GAA inh – alpha-glucosidase (human) inhibition | P10253 | purified human GAA, 4-MU-alpha-glucoside fluorescence | Potency, µM (series often up to 76.9 µM), without a hit: top-dose activity change, negative = inhibition, most hits filed as inhibitors | 200,000 tested, 0.005% active;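 note: plate controls were uninhibited enzyme wells for no effect and no-enzyme background for full effect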
#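 Activity normalized between no-enzyme (basal) and enzyme-only wells. Conditions: 4 nM human enzyme, 400 uM fluorogenic substrate, citrate/phosphate pH 5.0 with Tween-20, 20 min room temperature, compounds up to 77 uM.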
# NPSR antag – blocks cAMP signaling of the human neuropeptide S receptor; Q6W5P4; CHO-NPSR cells, cAMP TR-FRET, antagonist mode; Potency, µM (highest dose often 38.3 µM), inactives show at the highest dose activity change, negative = inhibition, actives largely listed as inhibitors; 220,000 tested, 1% active; AID 1461; note: % is set by controls: 0 for no effect and ±100 for the full control effect; nearly all actives have a fitted effect of over 50% in size; many of its hits are not listed in these tables
# Target sequence (Q6W5P4 whole entry, looked up): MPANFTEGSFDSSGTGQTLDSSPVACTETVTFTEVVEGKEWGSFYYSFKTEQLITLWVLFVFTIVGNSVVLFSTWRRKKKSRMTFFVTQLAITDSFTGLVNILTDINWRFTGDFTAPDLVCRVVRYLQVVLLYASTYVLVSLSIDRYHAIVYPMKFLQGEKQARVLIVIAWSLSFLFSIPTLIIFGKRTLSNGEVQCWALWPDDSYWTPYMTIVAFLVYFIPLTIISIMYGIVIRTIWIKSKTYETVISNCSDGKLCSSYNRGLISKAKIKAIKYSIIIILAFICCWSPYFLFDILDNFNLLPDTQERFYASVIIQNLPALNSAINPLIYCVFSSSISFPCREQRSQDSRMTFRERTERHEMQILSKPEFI
# * marks the source's active call; other numbers are inactive results; ? = inconclusive; . = not tested or not shown; [ ] = dose if it differs, or a comment. Unless noted, calls come from the whole dose curve; as a rule, active = well fitted curve in the direction sought with a large enough effect; inconclusive = small, poorly fitted or top-dose-only effect, or another doubt; inactive = no such curve, though single readings can be large; an effect the other way counts as inactive or inconclusive. Potency is the fitted concentration of half-maximal effect. Only part of the results is shown. The share of hits here may be higher or lower than overall.
# The first seven records, to show the layout:
structure	Epigenetic reg	aGal spleen mod	Tau fluor cs	aGlu spleen mod	ALDH1A1 inh	GAA glycogen mod	GAA inh	NPSR antag
Cc1c(NC(=O)CSc2nc3ccc(Cl)cc3[nH]2)c(=O)n(-c2ccccc2)n1C	-3.7%	-5%	-7%	-3%	7%	-7%	4%	-8%[46.1 µM]
O=C(Nc1cccc2c1C(=O)NC2=O)c1cccc(N2C(=O)CCC2=O)c1	-2.0%	3%	7%	12%	?	-6%	-1%	14%
COc1ccc(C(c2c(O)cc(C)oc2=O)c2c(O)cc(C)oc2=O)cc1	-3.2%	11%	-12%	2%	-10%	2%	-9%	-16%[46.1 µM]
O=c1[nH]nc(N/N=C/c2ccccc2OC(F)F)c(=O)[nH]1	1.1%	2%	3%	0%	7%	-13%	-10%	22%
O=C1CC(c2cccc(Cl)c2)Cc2nc(N3CCN(c4ccccc4)CC3)ncc21 (stereo unspecified)	-3.2%	11%	3%	-1%	5%	-1%	-7%	?
COc1cccc(CNc2ccc(C)c(Cl)c2)c1	-2.7%	-6%	?	-5%	-10%	-3%	6%	-15%
COC(=O)c1cccc(C(=O)Nc2ccc(F)cc2)n1	-1.5%	9%	-6%	-21%	0%	4%	-3%	-10%[46.1 µM]

# Results, from the start:
structure	Epigenetic reg	aGal spleen mod	Tau fluor cs	aGlu spleen mod	ALDH1A1 inh	GAA glycogen mod	GAA inh	NPSR antag
Cc1c(NC(=O)CSc2nc3ccc(Cl)cc3[nH]2)c(=O)n(-c2ccccc2)n1C	-3.7%	-5%	-7%	-3%	7%	-7%	4%	-8%[46.1 µM]
O=C(Nc1cccc2c1C(=O)NC2=O)c1cccc(N2C(=O)CCC2=O)c1	-2.0%	3%	7%	12%	?	-6%	-1%	14%
COc1ccc(C(c2c(O)cc(C)oc2=O)c2c(O)cc(C)oc2=O)cc1	-3.2%	11%	-12%	2%	-10%	2%	-9%	-16%[46.1 µM]
O=c1[nH]nc(N/N=C/c2ccccc2OC(F)F)c(=O)[nH]1	1.1%	2%	3%	0%	7%	-13%	-10%	22%
O=C1CC(c2cccc(Cl)c2)Cc2nc(N3CCN(c4ccccc4)CC3)ncc21 (stereo unspecified)	-3.2%	11%	3%	-1%	5%	-1%	-7%	?
COc1cccc(CNc2ccc(C)c(Cl)c2)c1	-2.7%	-6%	?	-5%	-10%	-3%	6%	-15%
COC(=O)c1cccc(C(=O)Nc2ccc(F)cc2)n1	-1.5%	9%	-6%	-21%	0%	4%	-3%	-10%[46.1 µM]
C=CC[n+]1ccn(-c2nc3ccccc3nc2[N-]S(=O)(=O)c2cccs2)c1	0.8%	-4%	-4%	-3%	.	3%	.	5%
CC(C)c1cc(C(=O)O)on1	0.7%	12%	-1%	0%	-12%	12%	0%	-6%[46.1 µM]
Cc1ccc(-n2c(-c3ccncc3)nnc2-c2ccco2)cc1	3.1%	-21%	-2%	-8%	?	2%	6%	-2%[46.1 µM]
CCCn1nnnc1SCC(=O)NCc1ccc(OC)cc1	-1.1%	6%	-4%	4%	?	6%	3%	-2%[46.1 µM]
COCCSc1nc(N)c2c3c(sc2n1)CN(C)CC3	-0.3%	15%	-2%	5%	?	?	-1%	3%
Cc1ccc2c(c1)N(CC(=O)NCc1cccs1)C(=O)C(C)O2 (stereo unspecified)	-2.2%	-7%	1%	1%	25%	-1%	-13%	-8%[46.1 µM]
COc1ccc(NC(=O)[C@H](C)NC(N)=O)cc1S(=O)(=O)Nc1cc(C)ccc1Br	-2.6%	1%	4%	5%	1%	4%	5%	4%
CCN(CC)C(=S)SCC(=O)Nc1ccc(F)cc1	-2.0%	7%	-4%	0%	?	8%	1%	-8%[46.1 µM]
O=C(CCSc1ccccc1)Nc1nc2c(s1)COc1ccccc1-2	-0.8%	5%	-24%	-22%	14µM*	-14%	-13%	-10%[46.1 µM]
O=C(NC(=S)Nc1ccc(NC(=O)c2cccs2)cc1)c1ccc([N+](=O)[O-])cc1	0.1%	-22%	?	-14%	-14%	2%	-4%	3%[46.1 µM]
CC(C)C1Cc2[nH]c(=O)c(C(=O)O)cc2CO1 (stereo unspecified)	-1.7%	11%	4%	13%	?	2%	-4%	-9%[46.1 µM]
CCC(CC)c1nnc(NC(=O)CCN2C(=O)c3ccccc3C2=O)s1	-1.0%	2%	-7%	0%	9%	0%	-12%	-9%[46.1 µM]
O=C1c2ccsc2SCCN1Cc1c(Cl)cccc1Cl	-4.0%	4%	-8%	-7%	-7%	-5%	-5%	?
O=C(O)c1ccc(N2CCOCC2)c(N2C(=O)C3C4C=CC(C4)C3C2=O)c1 (stereo unspecified)	-1.9%	4%	2%	4%	8%	-12%	6%	24%
COc1cc(/C=N/n2c(-c3ccc4c(c3)NC(=O)CO4)csc2=Nc2cccc(C)c2)ccc1O	-1.4%	0%	4%	-1%	?	-6%	-1%	-10%
Cc1cc(Cl)ccc1NC(=O)CCC(=O)O	-1.0%	-1%	-3%	-10%	2%	7%	4%	9%
COc1ccc2nc(NC(=O)c3cccc(S(=O)(=O)N4CCOCC4)c3)sc2c1	6.1%	-19%	?	-6%	?	-8%	?	-13%[46.1 µM]
O=C(COC(=O)c1ccc2c(c1)OCO2)Nc1ccccc1	-0.2%	8%	-8%	5%	-1%	-9%	-3%	3%
CCOC(=O)c1cc(C#N)c(SCC(=O)c2cc(C#N)c(SC)nc2C)nc1C	16%	-2%	?	0%	?	8%	-12%	?
Cc1cc(Cl)ccc1OCC(O)CN1C(C)CCCC1C (stereo unspecified)	-1.2%	-2%	4%	-1%	7%	-10%	-1%	-3%
O=C(/C=C/c1ccccc1)NC(NC(=S)Nc1cccc(O)c1)C(Cl)(Cl)Cl (stereo unspecified)	6.1%	-16%	6%	1%	?	3%	5%	-33%
CC(Sc1nc2cc(Cl)ccc2s1)C(=O)Nc1cccc(S(=O)(=O)N2CCOCC2)c1 (stereo unspecified)	-0.9%	-6%	?	-9%	7%	8%	-12%	-22%
COCCn1c(SCC(=O)Nc2ccccc2)nc2c(oc3ccccc32)c1=O	5.9%	-3%	-12%	-4%	5%	-18%	-3%	-3%
CCOC(=O)N1CCC(N(CCOC)C(=S)Nc2cccc(SC)c2)CC1	0.2%	-8%	-24%	-4%	-5%	-1%	-1%	-31%
S=C(NCc1ccccn1)Nc1ccc(Cl)c(Cl)c1	0.0%	-3%	?	-6%	11µM*	-8%	-9%	?
O=[N+]([O-])c1ccccc1NCCNS(=O)(=O)c1ccc(Cl)cc1	-0.9%	4%	-12%	-9%	?	4%	-11%	1%
Cc1ccc(NC(=O)CCN2C(=O)CSC2=O)c(C)c1	0.0%	9%	-2%	1%	8%	0%	1%	1%[46.1 µM]
O=c1ccc2[n+]([O-])c3ccc(O)cc3oc-2c1	0.0%	-4%	2µM*[fluorescent]	-7%	.	?	.	?
O=C(CSc1nc2c(c(=O)n1-c1ccc(F)cc1)SCC2)NCC1CCCO1 (stereo unspecified)	1.8%	-21%	-2%	6%	-4%	10%	3%	-9%[46.1 µM]
CC/C=C\CC[C@H](OC(=O)c1ccc(Br)cc1)C1=CCCCC1=O	2.2%[10.1 µM]	-4%[17.5 µM]	-3%[11.6 µM]	-7%[17.4 µM]	1%[13.5 µM]	.	.	.
COc1ccc(NC(=O)C(=O)N/N=C/c2cccnc2)cc1	3.2%	-16%	-11%	-4%	.	-6%	.	12%
O=C(Cn1cnc2ccccc2c1=O)Nc1ccc(N2CCOCC2)cc1	-2.2%	5%	-8%	-5%	-2%	6%	-2%	-6%
N#Cc1c(NC(=O)C2CC2)sc2c1CCCCC2	0.1%	1%	-23%	0%	?	4%	?	22%
CCOc1ccc(Br)cc1/C=N/NC(=O)c1ccncc1	1.2%	3%	-2%	-3%	18%	-2%	0%	-11%[46.1 µM]
COC(=O)NNC(=O)c1ccc(C)c(Br)c1	1.3%	-11%	-2%	1%	-4%	8%	4%	18%
O=C(COC(=O)c1cccs1)Nc1ccccc1[N+](=O)[O-]	-0.2%	-5%	-12%	0%	-10%	-3%	2%	3%
CC1(C)COC2(OC1)C(=O)N(CN1CCOCC1)c1ccccc12	0.0%	-2%	-8%	1%	-5%	-6%	5%	6%
O=C(O)CC1S/C(=N/N=C/c2ccc(-c3ccc(Cl)c([N+](=O)[O-])c3)o2)NC1=O (stereo unspecified)	1.3%	14%	-18%	-18%	?	5%	-5%	-2%
CN(C)c1ccc(/C=C/C(=O)c2c(O)c3ccccc3oc2=O)cc1	?	-8%	0.71µM*[fluorescent]	-8%	.	1%	.	-9%
CN(C)CCNc1c2c(c(C#N)c3nc4ccccc4n13)CCCC2	-0.9%	5%	-10%	-1%	-5%	11%	?	-22%[46.1 µM]
Cc1ccc(S(=O)(=O)NC(C(=O)OCC(=O)NC(=O)c2cccn2C)C(C)C)cc1 (stereo unspecified)	-1.1%	8%	-2%	3%	-9%	6%	-2%	-1%[46.1 µM]
CCOC(=O)N1CCC(NC(=O)C(C)n2c3ccccc3c3cnn(C)c(=O)c32)CC1 (stereo unspecified)	0.6%	-4%	5%	-5%	1%	4%	-4%	-11%[46.1 µM]
COC(=O)c1c(F)c(F)c(N2CCOCC2)c(F)c1F	-0.1%	4%	-1%	-1%	8%	-3%	11%	-3%[46.1 µM]
CCOC(=O)N1CCN(C(=O)COc2cccc3c2CCN(Cc2ccccc2F)C3=O)CC1	0.0%	-5%	-4%	-9%	?	3%	-11%	0%
CC(C)Cn1c(N)c(C(=O)CSc2nc3ccccc3c(=O)n2CCCN2CCOCC2)c(=O)n(C)c1=O	5.6%	-3%	-19%	-13%	9%	4%	-12%	?
